Source: PubChem (National Center for Advancing Translational Sciences (NCATS))
TDP-43 yeast inh – TDP-43 toxicity inhibition in yeast; TDP-43 expressing yeast growth rescue, BacTiter-Glo, 24 h; Potency, µM (top dose mostly 46.1 µM), without a hit: top-dose growth rescue (activation), usual class: activators; 410,000 compounds, 1.8% hits; also: potency is read from the fitted curve at half-maximal effect; % of control where 0% means no effect; nearly all actives have a fitted effect of over 50% in size
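Yeast cells expressing TDP-43 under galactose induction are exposed to compounds for 24 hr at 30 deg C. BacTiter-Glo luminescence measures growth, so protective compounds score as activators.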
DRD3 antagonist – antagonists of human D3 dopamine receptor; D3R cells, DiscoveRx beta-arrestin luminescence, antagonist mode; hits give low values; max response, negative = inhibition, %; P35462; 360,000 compounds, 2.5% hits; in the data active = max response below about -50%; inconclusive = no clear call, values can overlap the other calls; also: % is scaled to controls: 0 for no effect and ±100 for the full control effect; mostly tested at two doses, the higher about 12 µM
Target sequence (P35462 whole entry, looked up): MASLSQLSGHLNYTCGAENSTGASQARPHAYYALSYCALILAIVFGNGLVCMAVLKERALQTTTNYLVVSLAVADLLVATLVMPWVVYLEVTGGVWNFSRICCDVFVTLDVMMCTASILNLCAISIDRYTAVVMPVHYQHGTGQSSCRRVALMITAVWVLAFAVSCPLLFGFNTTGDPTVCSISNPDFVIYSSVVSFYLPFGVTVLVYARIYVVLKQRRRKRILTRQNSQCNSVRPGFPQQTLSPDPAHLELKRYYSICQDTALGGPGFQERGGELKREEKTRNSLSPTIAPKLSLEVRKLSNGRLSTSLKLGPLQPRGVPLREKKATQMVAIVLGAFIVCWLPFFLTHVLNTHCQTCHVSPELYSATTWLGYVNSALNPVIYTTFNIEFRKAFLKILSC
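Cells expressing the human receptor were seeded at 1500 cells/well, incubated overnight at 37 degrees C in 5% CO2, then exposed to library compounds with dopamine controls for 90 minutes at 37 degrees C before luminescent detection.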
FUS yeast rescue – FUS proteinopathy suppression in yeast; S. cerevisiae FUS-expressing, growth rescue, OD600, 24 h; Potency, µM (top dose mostly 76.6 µM), for inactives: at the highest dose growth rescue (activation), hits mostly activators; 390,000 compounds, 0.24% hits;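 also: potency is read from the fitted curve at half-maximal effect; plate controls were DMSO vehicle for no effect and reference control for full effect; nearly all actives have a fitted effect of over 55% in size; some results filed as inactive show a strong effect at the top dose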
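FUS-expressing yeast, raffinose-pregrown, induced in 2% galactose minimal medium at OD 0.005; compounds in a dilution series, 24hr at 30C. Growth restoration read as absorbance at 600 nm. CP55940 positive control, DMSO negative.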
GLP-1R agonist – activates the human GLP-1 receptor; HEK293 GLP-1R CRE-luciferase, luminescence, 4-6 h; cells express a hypersensitive GLP-1R form; 380,000 compounds, 0.007% hits; AID 624172; Potency, µM (top dose mostly 45.6 µM), without a hit: at the highest dose activation, hits mostly activators; also: potency is read from the fitted curve at half-maximal effect; % of control where 0% means no effect
Target sequence (P43220 whole entry, looked up): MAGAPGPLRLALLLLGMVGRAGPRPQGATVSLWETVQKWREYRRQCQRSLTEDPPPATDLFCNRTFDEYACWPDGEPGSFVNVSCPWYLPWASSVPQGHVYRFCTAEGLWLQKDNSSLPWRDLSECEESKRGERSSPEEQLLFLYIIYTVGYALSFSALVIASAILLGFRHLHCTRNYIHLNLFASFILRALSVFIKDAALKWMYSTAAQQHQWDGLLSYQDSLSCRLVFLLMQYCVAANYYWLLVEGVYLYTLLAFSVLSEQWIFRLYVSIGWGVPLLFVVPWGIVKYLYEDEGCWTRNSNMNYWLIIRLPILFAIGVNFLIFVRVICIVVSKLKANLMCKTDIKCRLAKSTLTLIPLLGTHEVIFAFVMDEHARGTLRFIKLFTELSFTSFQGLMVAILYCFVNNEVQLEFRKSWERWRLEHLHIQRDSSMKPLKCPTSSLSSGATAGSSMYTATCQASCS
Akt phos inh – Akt phosphorylation inhibition | activity change, % for hits at 50 µM | AID 651550 | Neuro2A IGF-stimulated pAkt S473 HTRF, 20 min; hits give low values | 360,000 compounds, 0.32% hits; in the data active = activity change below about -80%; inconclusive = mostly about -51% to -80%; also: % is scaled to controls: 0 for no effect and ±100 for the full control effect
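Neuro2A cells in DMEM with 0.5% FBS, overnight at 37 deg C, given compound at single 50 µM final, then IGF (6 nM final) for 20 min at 37 deg C. Lysed; phospho-Akt Ser473 by HTRF after 24 h, 665/615 ratio.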
GLP-1R inv ag – acts as inverse agonist at human GLP-1 receptor; 410,000 compounds, 1.6% hits; P43220; AID 624417; HEK293 GLP-1R CRE-luciferase, luminescence, 24 h; GLP-1R form is constitutively active; Potency, µM (highest dose often 38.3 µM), for the others: at the top dose activity change, negative = inhibition, actives largely listed as inhibitors; also: potency is read from the fitted curve at half-maximal effect; % is scaled to controls: 0 for no effect and ±100 for the full control effect; nearly all actives have a fitted effect of over 55% in size
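Using stably transfected HEK293 (constitutively active GLP-1R, cAMP-luciferase reporter), compounds were incubated 24 hr and luciferase measured by luminescence.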
aSyn rescue – rescues yeast growth from alpha-synuclein toxicity | Yeast expressing alpha-synuclein, growth rescue, BacTiter-Glo, 24 h | Potency, µM (doses to about 46.1 µM), for inactives: top-dose growth rescue (activation), most hits filed as activators | 370,000 compounds, 0.14% hits; also: potency is read from the fitted curve at half-maximal effect; % of control where 0% means no effect; nearly all actives have a fitted effect of over 65% in size
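Rescue of yeast growth: cells expressing toxic alpha-synuclein, induced in galactose at OD600 0.02, incubated with compound 24 h at 30 C. ATP luminescence quantified growth; inhibitors of toxicity appear as activators.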
Abeta rescue – restores growth of yeast expressing A-beta42 peptide | yeast expressing A-beta42, growth rescue, OD600, 48 h; response scale: 0% DMSO, 100% iron-clioquinol control | 410,000 compounds, 0.063% hits | Potency, µM (titrated, usually from 46.1 µM), for the others: top-dose growth rescue, hits mostly activators | AID 1347071; also: potency is read from the fitted curve at half-maximal effect; nearly all actives have a fitted effect of over 55% in size
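Yeast growth medium received pinned compounds, then yeast cells expressing toxic A-beta were added; plates incubated at 30 C for 48 hr. Growth read as absorbance at 600 nm, normalized to DMSO and equimolar FeCl3 plus clioquinol controls.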
PTHR1 agonist – agonists of human PTHR1 parathyroid hormone receptor | HEK293 GP2 PTHR1 cells, GloSensor cAMP luminescence, 1 h | Potency, µM (doses to about 115 µM), inactives show at the highest dose activation, most hits filed as activators | Q03431 | 410,000 compounds, 0.075% hits; also: potency is read from the fitted curve at half-maximal effect; nearly all actives have a fitted effect of over 55% in size; some results filed as inactive show a strong effect at the top dose; inactives centre near -15; many of its hits are not listed in these tables
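HEK-293-derived GP2 cells expressing PTHR1 and a GloSensor cAMP reporter, 3,000/well, plated overnight, given luciferin plus IBMX (each 0.5 mM as added) for 1 h at 37 °C, then compound for 1 h at 37 °C. Luminescence was read after 15 min at room temperature.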
Starred values were filed as active, the others as inactive; i = inactive; ? = inconclusive; . = not tested or not shown; [ ] = remark or other dose. Unless noted, calls follow the shape of the dose curve; as a rule, active = well fitted curve in the direction sought with a large enough effect; inconclusive = small, poorly fitted or top-dose-only effect, or another doubt; inactive = no such curve, though single readings can be large; an effect the other way counts as inactive or inconclusive.

SMILES	TDP-43 yeast inh	DRD3 antagonist	FUS yeast rescue	GLP-1R agonist	Akt phos inh	GLP-1R inv ag	aSyn rescue	Abeta rescue	PTHR1 agonist
CC(=O)NS(=O)(=O)c1ccc(NC(=O)c2ccc3c(c2)C(=O)N(CCC(C)C)C3=O)cc1	0%	3	.	-12%	i	12%	6%	4%	i
N#Cc1ccc(-c2ccc(C3Nc4ccccc4C(=O)N3O)o2)cc1 (stereo unspecified)	.	.	23%	-2%	.	.	.	-23%	-23%
CCc1ccc(NC(=O)C2CCN(c3nn4cc(-c5ccc(OC)cc5)nc4s3)CC2)cc1	1%	.	6%	.	.	6%	.	-2%	-13%
CC1CC1C(=O)NCCc1ccc(Cl)cc1 (stereo unspecified)	0%	11	-12%	14%	i	-10%	0%	16%	-27%[57.5 µM]
CCOCCn1c(SC)nc2c1c(=O)[nH]c(=O)n2C	13%	18	-4%	1%	i	0%	-10%	-6%	-8%
O=C(Nc1ccccn1)c1sc2cc([N+](=O)[O-])ccc2c1Cl	-16%	1	-11%	6%	i	7%	-24%	-58%[inhibitor]	i
COc1ccc(/C=C2\SC(N3CCCCC3)=NC2=O)cc1	25%	-12	-21%	-3%	i	21%	2%	2%	i
Cc1cc(-c2csc(NC(=O)c3ccc(C#N)cc3)n2)c(C)n1Cc1ccccc1	-28%	-22	36%	3%	i	29%	-1%	-13%	-27%
CC(C)CNC(=S)N1CCC(Cc2ccccc2)CC1	16%	7	2%	0%	i	3.2µM*	0%	?	-9%
N[C@@H](Cc1cnc[nH]1)C(=O)Nc1ccc2ccccc2c1	-2%	-8	-26%	15%	i	5%	5%	-7%	i
CN(CC(=O)Nc1cccc(F)c1)C(=O)CCCc1nc2ccccc2c(=O)[nH]1	-14%	-13	1%	4%	i	0%	-10%	2%	i
CC1(C(=O)NS(=O)(=O)Cc2ccccc2)CCN1C(=O)Cc1cc(F)ccc1F (stereo unspecified)	11%	1	-19%	-7%	i	11%	5%	0%	-19%
Cc1cc(C(=O)O)cc(Br)c1N	3%	6	-17%	0%	i	33%	3%	-13%	i
Cc1ccccc1Oc1ccc2c(c1)[C@@H]1C[C@H](N(C)C(=S)Nc3ccc(F)cc3)[C@H]([C@H](C)O)C(=O)N1CC2	8%	-23	?	-1%	i	?	8%	-4%	-10%
Cc1ccc(-c2nc(SCCOc3ccccc3C)n3[nH]c(=O)cc3n2)cc1	7%	.	6%	.	.	5%	.	-19%	i
CCc1ccc(NC(=O)Nc2ccsc2C(=O)OC)cc1	?	0	23%	4%	i	?	-38%[inhibitor]	-41%[inhibitor]	-34%
COc1ccc(N2CC(NS(=O)(=O)c3cccnc3)CC2=O)cc1 (stereo unspecified)	-1%	8	39%	7%	i	-1%	-3%	-5%	i
Cc1cc(C2C(C#N)=C(N)OC3=C2C(=O)CCC3)c(C)s1 (stereo unspecified)	-1%	-16	-1%	-4%	i	-5%	-5%	-6%	-16%[57.5 µM]
Cc1ccc(CNC(=O)/C=C/c2ccc(S(=O)(=O)NCc3ccco3)cc2)cc1	22%	-10	-5%	4%	i	-21%	19%	16%	-6%
CCOC(=O)c1c(C)[nH]c(C(=O)OCc2nc3ccsc3c(=O)[nH]2)c1C	14%	31	-17%	-4%	i	6%	-1%	12%	-12%
Cc1cc(F)ccc1NC(=O)CCS(=O)(=O)c1ccc2c(c1)NC(=O)CO2	6%	.	-3%	-2%	.	16%	-1%	-19%	i
Cc1ccc(-c2nn(-c3ccccc3)cc2C(=O)N2CCN(c3ccccn3)CC2)cc1	-1%	-20	48%	4%	i	?	15%	9%	-43%
O=C(Nc1ccnn1C1CCN(C(=O)c2cnsn2)CC1)c1cccc(F)c1	25%	-9	.	3%	i	-3%	0%	-4%	-15%
Cc1ccccc1NC(=S)NCc1cccn1C	0%	7	.	0%	i	-2%	-1%	22%	-1%
Cc1ccc(NC(=O)Nc2ccc(F)cc2)cc1Cl	-13%	-22	13%	-3%	i	?	-5%	-7%	-20%
COc1ccc(-c2[nH]ncc2C=O)cc1OC	-12%	8	-28%	11%	i	68%[activator]	-7%	-14%	i
COC(=O)C(NC(=O)c1ccc(F)cc1)(Nc1nc(C)cs1)C(F)(F)F (stereo unspecified)	12%	?	-5%	2%	i	?	8%	7%	i
O=C(NCc1nc2ccccc2[nH]1)c1ccccc1F	-5%	-17	0%	5%	i	36%	-11%	-20%	i
CCC(=O)N1c2ccccc2CC1C(=O)NCCN1CCN(c2cccc(C)c2C)CC1 (stereo unspecified)	1%	.	-11%	.	.	-15%	.	-22%	-17%
CC1=C(C(=O)OCc2ccc([N+](=O)[O-])cc2)N2C(=O)C(NC(=O)Cc3ccccc3)C2SC1 (stereo unspecified)	5%	8	-15%	-4%	i	24%	2%	6%	-12%
CCOc1ccc2nc(N(Cc3cccnc3)C(=O)c3cccs3)sc2c1	14µM*	.	13%	.	.	7%	.	-25%	-21%
CCOc1cc2c(cc1OCC)C(c1ccc(O)c(OC)c1)NCC2 (stereo unspecified)	2%	-17	1%	5%	i	3%	-3%	-9%	-5%
O=C(NCC1CCCO1)c1cccc(N2C(=O)C3C4C=CC(C4)C3C2=O)c1 (stereo unspecified)	10%	7	5%	-5%	i	4%	-5%	5%	-21%
CCCOc1ccc(-c2cccc(NS(=O)(=O)c3cccs3)c2)nn1	17%	.	?	.	.	-3%	.	5%	-5%
CCN1CC2=C(OC(N)=C(C#N)C2c2cccs2)/C(=C\c2cccs2)C1 (stereo unspecified)	-22%	-28	14%	-5%	i	?	8%	0%	i
O=c1c2ccccc2nc(-c2ccccc2)n1CCCn1ccnc1	-2%	13	14%	0%	i	-2%	-2%	4%	i
COC(=O)[C@]12CCCCC=C1N(Cc1ccc(Cl)cc1Cl)C(=O)[C@H](CC(=O)NCc1ccccc1)C2	?	-7	?	-4%	i	?	0%	18%	-21%
COC(C[C@H](O)C[C@H](O)[C@@H](C)OCc1ccccc1)OC	12%	-26	-13%	-2%	i	20%	-1%	-3%	i
OC1COC(OCc2ccccc2)C(O)C1O (stereo unspecified)	4%	0	-13%	-7%	i	16%	2%	?	i
CCC(C)N(C(=O)c1csnn1)C(C(=O)NC1CCCC1)c1ccc(F)cc1 (stereo unspecified)	4%	-8	15%	6%	i	-6%	-3%	-12%	i
Cc1ccc(C(C)C)c(OCC(=O)NN2C(=O)c3ccccc3C2=O)c1	-18%	-20	8%	-4%	i	9%	1%	-30%	-5%
CCN1CCN(C(=O)c2cc(-c3cccnc3)nc3ccc(Br)cc23)CC1	1%	-3	23%	0%	i	-1%	0%	-2%	i
COc1ccc(-n2nc(C(=O)NCC(=O)N3CCCCCC3)c3ccccc3c2=O)cc1OC	-1%	13	-1%	14%	i	3%	9%	5%	i
CCN(C1CCS(=O)(=O)C1)S(=O)(=O)c1ccc(Cl)s1 (stereo unspecified)	-22%	-26	22%	6%	i	-13%	-4%	-6%	i
CCCCN1CC(c2nc3ccccc3n2CCCCOc2cccc(C)c2C)CC1=O (stereo unspecified)	30%	.	?	.	.	?	.	-51%[inhibitor]	-3%
CC1Cc2ccccc2N1CC(=O)c1c(N)n(Cc2ccccc2)c(=O)n(C)c1=O (stereo unspecified)	-1%	-14	.	-4%	i	?	1%	-8%	i
Cc1ccc(-n2c(C)cc(/C=C3/C(=N)N4C(c5ccccc5)=CSC4=NC3=O)c2C)cc1	1%	-22	-8%	-14%	i	-1%	7%	-5%	i
Cc1ccc(C(=O)c2oc3ccccc3c2NC(=O)COc2ccccc2Cl)cc1	20%	.	-12%	15%	.	0%	2%	-6%	i
CCC1CCCCN1CCNS(=O)(=O)c1ccc2c(c1)CCN2C(C)=O (stereo unspecified)	2%	-1	8%	-7%	i	-2%	2%	8%	i
O=C(COC(=O)c1cc(Br)ccc1O)Nc1ccc2c(c1)OCO2	12%	-9	?	16%	i	-6%	-1%	-2%	i
Cc1ccc(C)c(OCC(=O)Nc2nc3ccc([N+](=O)[O-])cc3s2)c1	-8%	1	.	-3%	i	16%	-9%	0%	-3%
N#Cc1ccc(C(=O)OCc2cccc(S(=O)(=O)N3CCOCC3)c2)cc1	9%	7	13%	-5%	i	5%	13%	9%	-18%
Cc1nc(NN)nc(NCc2ccccc2)n1	0%	13	-13%	0%	i	13%	0%	-9%	-10%
CCC(=O)N1CCc2cc(S(=O)(=O)NCCCN(CC)Cc3ccccc3)ccc21	-12%	-12	2%	18%	i	?	-1%	-7%	-4%[57.5 µM]
CC(C)CC1Nc2ncnc(N3CCN(c4ccccc4)CC3)c2N(Cc2ccc(Br)cc2)C1=O (stereo unspecified)	-20%	0	?	-2%	i	?	13%	17%	i

Quoted at random: five entries already listed, in no set order.
SMILES	TDP-43 yeast inh	DRD3 antagonist	FUS yeast rescue	GLP-1R agonist	Akt phos inh	GLP-1R inv ag	aSyn rescue	Abeta rescue	PTHR1 agonist
CCN(C1CCS(=O)(=O)C1)S(=O)(=O)c1ccc(Cl)s1 (stereo unspecified)	-22%	-26	22%	6%	i	-13%	-4%	-6%	i
Cc1ccc(C)c(OCC(=O)Nc2nc3ccc([N+](=O)[O-])cc3s2)c1	-8%	1	.	-3%	i	16%	-9%	0%	-3%
Cc1nc(NN)nc(NCc2ccccc2)n1	0%	13	-13%	0%	i	13%	0%	-9%	-10%
Cc1ccc(C(=O)c2oc3ccccc3c2NC(=O)COc2ccccc2Cl)cc1	20%	.	-12%	15%	.	0%	2%	-6%	i
CCCCN1CC(c2nc3ccccc3n2CCCCOc2cccc(C)c2C)CC1=O (stereo unspecified)	30%	.	?	.	.	?	.	-51%[inhibitor]	-3%

A portion of the library (hit frequency here may not be typical).
